Rat MKP-3 inhibitors – MKP-3 phosphatase inhibitors, primary screen, biochemical, rat enzyme, in vitro (AID 425) | inhibition, % at 20 µM; hits with a dose series show IC50 in µM | 0.17% of 110,000 active | recombinant MKP-3 phosphatase activity, fluorescence; higher % means a stronger effect | Dual specificity protein phosphatase 6 (Rattus norvegicus); in the data active means inhibition above about 50%;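 further: plate controls were vehicle for no effect and reference inhibitor for full effect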
Hsp70 inhibitors – Hsp70 inhibitors, probe displacement, primary screen, biochemical, fluorescence polarization (AID 583); Heat shock 70 kDa protein 1A (Homo sapiens); Hsp70 fluorescence polarization probe displacement, mP; higher % means a stronger effect; displacement, % at 20 µM; hits with a dose series show IC50 in µM; 0.06% of 140,000 active; in the data active means displacement above about 50%;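 further: plate controls were vehicle for no effect and reference ligand for full effect; a part of the inactive calls stands beside numbers as strong as those of hits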
Active calls of the source: *; x = not tested or not shown; & = joins results of further samples. These rows are one share of the data; count on the stated rates, not on these rows.

mol	Rat MKP-3 inhibitors	Hsp70 inhibitors
CCOc1cc2[nH]c(=O)n(CCCCC(=O)NCc3ccco3)c(=O)c2cc1OCC	4%	0.2%
O=[N+]([O-])c1ccc(Sc2c(-c3ccccc3)nc3sccn23)cc1	0%	-1.5%
COc1cc(Br)c(/C=C2\C(=O)N(c3ccc(S(N)(=O)=O)cc3)N=C2C)cc1OC	3%	-0.1%
Cc1cc(=O)oc2cc(OCC(=O)N/N=C/c3cc([N+](=O)[O-])ccc3O)ccc12	24µM*	x
CC1C/C(=N/Nc2ccc([N+](=O)[O-])cc2[N+](=O)[O-])CC(C)(C)C1 (configuration not stated)	x	-3.1%
O=C(CN1CCCCC1)Nc1cc(Cl)ccc1Cl	-9%	-5.6%
CC1=C(C(=O)OCCOc2ccccc2)C(c2cc3c(cc2Br)OCO3)NC(=O)N1 (configuration not stated)	-1%	1.1%
COc1ccc(CC(=O)NCc2ccco2)cc1OC	x	4.0%
O=C(c1ccc(Br)cc1)c1cc(Cl)ccc1NCc1ccccc1	0%	-0.4%
CCOC(=O)Cc1nnc(NC(=O)C(CC)Sc2nncn2C)s1 (configuration not stated)	-5%	0.8%

An excerpt from above in order of SMILES length, rising:
mol	Rat MKP-3 inhibitors	Hsp70 inhibitors
O=C(CN1CCCCC1)Nc1cc(Cl)ccc1Cl	-9%	-5.6%
CCOC(=O)Cc1nnc(NC(=O)C(CC)Sc2nncn2C)s1 (configuration not stated)	-5%	0.8%
O=C(c1ccc(Br)cc1)c1cc(Cl)ccc1NCc1ccccc1	0%	-0.4%
O=[N+]([O-])c1ccc(Sc2c(-c3ccccc3)nc3sccn23)cc1	0%	-1.5%
CCOc1cc2[nH]c(=O)n(CCCCC(=O)NCc3ccco3)c(=O)c2cc1OCC	4%	0.2%
CC1=C(C(=O)OCCOc2ccccc2)C(c2cc3c(cc2Br)OCO3)NC(=O)N1 (configuration not stated)	-1%	1.1%
Cc1cc(=O)oc2cc(OCC(=O)N/N=C/c3cc([N+](=O)[O-])ccc3O)ccc12	24µM*	x

Following part:
mol	Rat MKP-3 inhibitors	Hsp70 inhibitors
O=C(O)[C@H](Cc1ccccc1)NC(=O)N1CCOCC1	-3%	-5.2%
CCOC(=O)C1CCN(S(=O)(=O)c2ccc(NC(=O)OC)cc2)CC1	1%	-5.4%
CCOC(=O)C(CCOCCOc1c(C)cc(Cl)cc1Cl)C(=O)OCC	1%	-3.8%
O=C(c1ccc([N+](=O)[O-])cc1)n1c2c(c3ccccc31)CCCC2	0%	8.1%
CC(CN1CCN(C)CC1)OC(=O)c1ccccc1Cl (configuration not stated)	2%	-3.1%
CC(=O)Nc1cccc(Cn2cccn2)c1	-7%	-3.9%
COc1ccc(N2C(=O)C(Cl)=C(Nc3cccc(OC)c3)C2=O)cc1	-1%	6.6%
O=C(COc1ccc([N+](=O)[O-])cc1)Nc1ccc2oc(-c3cccc(Cl)c3)nc2c1	2%	1.4%
O=C(Nc1cccc2nsnc12)c1ccco1	1%	3.7%
O=C1CCCN1c1ccc(S(=O)(=O)NCc2ccco2)cc1	0%	0.4%
CS(=O)(=O)N1CCN(c2ccc([N+](=O)[O-])c(N3CCCCC3)c2)CC1	3%	-2.0%
O=C(NCc1ccccc1)c1cnc2n(c1=O)CCS2	5%	1.9%
CC1CCCCC1NS(=O)(=O)c1ccc(S(=O)(=O)NCc2ccncc2)cc1 (configuration not stated)	3%	-3.1%
O=S(=O)(c1ccc(S(=O)(=O)N2CCN(C/C=C/c3ccccc3)CC2)cc1)N1CCCC1	2%	-1.8%
CC(=O)NS(=O)(=O)c1ccc(NC(=O)/C=C/c2ccc(F)cc2)cc1	1%	-7.1%
CCC(C)Sc1nc2c(c(=O)[nH]c(=O)n2C)n1CCc1ccccc1 (configuration not stated)	x	7.0%
CSc1ccc(CN2CCN(C(=O)c3cccc(F)c3)CC2)cc1	0%	0.7%
O=C(CN(C1CCCCC1)S(=O)(=O)c1ccc(F)cc1)NCc1ccncc1	-4%	2.2%
CCOC(=O)C1CCCN(S(=O)(=O)c2cc(OCC(=O)NC3CCCCC3)c(C)cc2Cl)C1 (configuration not stated)	x	1.1%
CCc1cccc(C)c1NC(=O)/C=C/c1ccc(F)cc1	-2%	5.5%
O=C(Nc1ccccn1)C(O)c1ccccc1 (configuration not stated)	2%	-1.8%
CN(C)CCNC(=O)c1cc(Br)ccc1Cl	x	0.4%
Cc1cc(/C=C2/NC(=O)NC2=O)c(C)n1-c1cccc(Cl)c1	5%	x
CCC(=O)Nc1ccc2c(c1)C(=O)N(C)C2=O	2%	-8.2%&7.2%
Cc1cccc(C(=O)N2CCN(Cc3ccc4c(c3)OCO4)CC2)c1	-6%	1.0%
Cc1ccc(C)c(S(=O)(=O)NCCOC(=O)Nc2sc(=S)n(C)c2C)c1	-4%	x
CC1=CCC(C(=O)O)C(C(=O)Nc2nc3ccc(S(C)(=O)=O)cc3s2)C1 (configuration not stated)	x	0.3%
O=S(=O)(c1ccc(Br)c2ccccc12)N1CCCc2ccccc21	3%	0.6%
CCOC(=O)C1=C(C)N=C2SCC(=O)N2C1c1ccc(O)cc1 (configuration not stated)	5%	4.9%
O=C1CC(N2CCN(C3CCc4ccccc4C3)CC2)C(=O)N1c1ccccc1 (configuration not stated)	-3%	5.1%
CCCOc1ccc(/C=N/NS(=O)(=O)c2ccc3ccccc3c2)cc1OC	2%	-4.0%
CCOc1ccc(N=C2NC(=O)S/C2=C\c2ccc(O)cc2)cc1	x	2.7%
COc1ccccc1NC(=O)N(Cc1ccco1)Cc1cc2c(C)ccc(C)c2[nH]c1=O	3%	-0.5%
CC1CCN(C(=O)Nc2ccc3nsnc3c2)CC1	x	-2.7%
COCCN(CC(=O)NCc1ccc(F)cc1)C(=O)CCC(=O)Nc1nccs1	1%	-3.6%
Cn1c(CN2CCOCC2)nnc1SCC(=O)Nc1ccc2c(c1)OCCO2	-7%	7.1%
COC(=O)C1=C(C(=O)c2ccc(C)cc2)C(c2ccc(OC)c(OC)c2)n2nnnc2N1 (configuration not stated)	2%	x
COc1cc(-c2nc3cnccn3c2Nc2ccc(C(C)C)cc2)ccc1O	x	3.7%
O=C(CN1CCC(n2nnc3cc(C(F)(F)F)ccc32)CC1)N1CCc2ccccc21	-7%	-0.7%
O=S(=O)(c1ccc(N2CCCC2)cc1)C(F)(F)F	-10%	4.3%

As entered above.
Value of CCCOc1ccc(/C=N/NS(=O)(=O)c2ccc3ccccc3c2)cc1OC under Rat MKP-3 inhibitors: 2%
Value of CCOc1ccc(N=C2NC(=O)S/C2=C\c2ccc(O)cc2)cc1 under Hsp70 inhibitors: 2.7%

(next part)
mol	Rat MKP-3 inhibitors	Hsp70 inhibitors
Cc1ccc(OCC(=O)O/N=C(\N)c2ccncc2)c(C)c1	5%	-0.3%
O=C(Cn1nc(-c2ccccc2)ccc1=O)NCC1COCCO1 (configuration not stated)	-4%	6.4%
C=CCn1c(SCC(=O)Nc2ccc3c(c2)OCCO3)nnc1-c1ccco1	0%	3.3%
CCN(c1cccc(C)c1)S(=O)(=O)c1cnc[nH]1	x	2.1%
O=C1CN(C(=O)CSc2nnnn2-c2ccc(Cl)cc2)c2ccccc2N1	-12%	-3.3%
O=C(CN(CCCN1CCOCC1)C(=O)Cn1nnc(-c2ccc(F)cc2)n1)NC1CCCCC1	0%	-3.6%
CCC(=O)Oc1ccc2oc(=O)cc(C)c2c1	1%	-3.2%
Cc1nc2ccccc2n1C(=O)c1ccc([N+](=O)[O-])cc1	-2%	1.8%
CCc1nn(CC(=O)NCCN2CCN(C)CC2)c(=O)c2cc3occc3n12	6%	0.3%
CC(C)(C)OC(=O)NCCCC(CCCNC(=O)OC(C)(C)C)C(=O)O	5%	-0.2%
O=C1NC(=S)NC(=O)C1=Cc1cc(Cl)c(O)c(Cl)c1	3%	3.9%
COc1cc(/C=C2/C(=O)NC(=O)N(c3ccc(C(C)C)cc3)C2=O)ccc1O	5%	6.6%
COc1ccccc1NC(=O)/C=C/c1ccc(C)o1	-7%	3.1%
CC(C)CC(NC(=O)C1CCCCC1)C(=O)NCc1ccccn1 (configuration not stated)	-4%	2.2%
CC1CN(C(=O)c2cc3c(s2)CCC3)CC(C)O1 (configuration not stated)	-1%	-1.1%
CC(=O)NC1=NC(=O)/C(=C\c2cn(C)c3ccccc23)S1	4%	-74%
CCN(CC)S(=O)(=O)c1ccc(NC(=O)C2CCCO2)cc1 (configuration not stated)	x	-2.0%
O=C(c1ccco1)N1CCN(Cc2nnnn2CCc2ccccc2)CC1	-1%	-1.4%
CC(C)Cc1cc(C(=O)NCCc2ccccc2)no1	-2%	2.0%
CN(C)S(=O)(=O)c1ccc(NC(=O)c2ccc(Br)o2)cc1	x	8.9%
Cc1ccc2cc3cc(C(=O)NCCCN4CCc5ccccc5C4)oc3nc2c1	8%	3.8%
COc1cccc(C2CN(c3ccc(F)cc3F)N=C2c2cccs2)c1OC (configuration not stated)	x	-0.4%
O=S(=O)(Cc1ccccc1)N1CCN(C2Cc3ccccc3C2)CC1	-6%	x
CN1CCN(c2ccc(/C=C3\NC(=S)NC3=O)cc2[N+](=O)[O-])CC1	1%	0.3%
CCOc1ccc(NC(=S)NC(=O)COc2ccccc2)cc1	-2%	1.9%
COc1ccc(OC)c(N(CC(=O)O)S(C)(=O)=O)c1	1%	-0.1%
COC(=O)c1ccccc1NC(=O)c1ccc(COc2cccc3ccccc23)o1	x	-3.7%
Cn1cccc1C(=O)c1ccc(Cl)cc1Cl	-5%	1.8%
CC(=O)c1c(OC(=O)c2ccco2)c2ccccc2n1C	-1%	6.7%
Cc1nc(SCC(=O)c2ccc(F)cc2)n[nH]1	-6%	3.8%
CCCOc1cccc(C2/C(=C(/O)c3ccc(OC)cc3)C(=O)C(=O)N2CCN(C)C)c1 (configuration not stated)	-10%	-4.4%
O=C(CCCc1nc(-c2ccccc2Cl)no1)NC1CCCCC1	-10%	-0.2%
N#Cc1cccc(NC(=O)Nc2ccc(Cl)cc2)c1	-1%	1.6%
O=C(Cn1nnc(-c2cccc(C(F)(F)F)c2)n1)N1CCOCC1	-1%	-2.5%
CC1(C)CC(=O)C(N=Nc2ccc3[nH]c(=O)[nH]c3c2)=C(O)C1	3%	-14%
C=CCN1C(=O)/C(=C\c2c(OCC)ccc3ccccc23)C(=O)NC1=S	3%	1.2%
Cc1nn(C)c(C)c1NC(=O)c1ccnn1C	-2%&0%	-2.3%&1.3%
O=C(Oc1ccc(Br)cc1C(=S)N1CCOCC1)c1ccc(Cl)cc1	3%	-2.5%
O=c1[nH]cnc2c1N1CCC2CC1	-10%	2.7%
O=C(Nc1ccc(Cl)cc1)c1cc2nc(-c3ccco3)cc(C(F)(F)F)n2n1	3%	1.6%
COc1ccc(N(CC(=O)O)S(C)(=O)=O)cc1OC	-19%	4.1%
CC(C)C(=O)NS(=O)(=O)c1ccc(NC(=O)c2ccc(Cl)cc2)cc1	2%	1.4%
COC(=O)C(c1cc(OC)c(O)c(OC)c1)(N1CCNC(C)C1)C(F)(F)F (configuration not stated)	10%	-1.1%
Cc1nnc(SCC(=O)Nc2nsc(-c3ccccc3)n2)s1	-10%	1.4%
O=C(CSc1nnc(Cc2ccccc2)n1-c1ccc(F)cc1)N1CCOCC1	-6%	11%
O=C1N=C(N2CCN(C3=NC(=O)/C(=C/c4ccccc4O)S3)CC2)S/C1=C\c1ccccc1O	8%	0.5%
CCC(c1nnnn1Cc1ccc(OC)cc1)N(CCCO)Cc1cc2cc3c(cc2[nH]c1=O)OCO3 (configuration not stated)	x	-8.4%
Cn1c(/C=C/c2ccc(C(=O)c3ccccc3)o2)nc2ccccc21	-3%	-24%
COc1c(Br)cc(Br)cc1/C=N\NC(=O)c1ccc([N+](=O)[O-])cc1	0%	4.7%
O=C(NCC(=O)N1CCCC1)c1cccs1	-8%	3.7%

(next part)
mol	Rat MKP-3 inhibitors	Hsp70 inhibitors
CC(Sc1nnc(-c2cccs2)n1-c1ccccc1)C(=O)NCc1ccco1 (configuration not stated)	x	-0.8%
O=C(c1cc2nc(-c3ccco3)cc(C(F)(F)F)n2n1)N1CCN(c2ccccn2)CC1	-6%	-0.5%
COc1cc(NC(=O)COc2ccc(Cl)cc2Br)c(OC)cc1Cl	2%	-5.0%
CC(NC(=O)CN(c1ccccc1)S(=O)(=O)c1ccccc1[N+](=O)[O-])c1ccccc1 (configuration not stated)	0%	3.8%
Cc1oc2ccc(OS(C)(=O)=O)cc2c1C(=O)OC(C)C	4%	-10%
O=C(O)CCNS(=O)(=O)c1ccccc1	3%	6.5%
CCn1c(SCC(=O)N2CCCc3ccccc32)nnc1-c1ccoc1C	x	1.7%
Cc1ccccc1S(=O)(=O)Cc1ccc(C(=O)N2CCN(c3ncccn3)CC2)o1	-12%	2.1%
Cc1ccc(S(=O)(=O)N2CCN(C(=O)CN3CCOCC3)C2)cc1	-10%	5.7%
CCNC(=O)CSc1nc2ccccc2c(=O)n1-c1cc(OC)ccc1OC	x	-1.5%
O=C(C1CC1)N1CCc2cc(Br)cc(S(=O)(=O)NCc3ccco3)c21	-7%	-1.6%
CCOC(=O)CSc1n[nH]c(-c2cccnc2)n1	-7%	0.2%
O=S1(=O)C=CC(Nc2ccccc2)C1 (configuration not stated)	x	1.2%
Cc1ccc(OCCSc2nc3ccccc3[nH]2)cc1C	0%	3.3%
Cc1cccc(-c2noc(-c3ccc(I)cc3)n2)c1	-6%	0.3%
